PP1 counter: blocks human PP1-alpha phosphatase, a PP5 counter-screen | P62136 | purified PP1alpha, OMFP fluorescence | inhibition, % at 6.7 µM | hit rate 0.9% among 320,000 | AID 2235;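 active means inhibition above the mean inhibition of all tested compounds plus 3 SD, computed separately for each screening campaign, cut at about 15% in these data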
CTSL1 counter: cathepsin L1 inhibition, PFM18AAP counter-screen | hit rate 0.49% among 300,000 | recombinant F. hepatica cathepsin L1, Z-Leu-Arg-MCA fluorescence | inhibition, % at 5.96 µM;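 active means inhibition above the mean of all tested compounds plus 3 SD, set per screening campaign, cut at about 17% in these data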;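 further: 0% = plate median of test compound wells and 100% = 1 µM Z-Phe-Ala-diazomethylketone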
procasp7 counter: counter-screen: procaspase-7 (human) activation; recombinant procaspase-7, Ac-DEVD-pNA absorbance 405 nm; D23A/D198A/D206A triple mutant, cannot self-cleave; scale: DMSO 0, 5 µM enzyme 100; P55210; activation, % at 8.5 µM; hit rate 0.093% among 330,000;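 active means percent activation above the screen-wide mean plus 3 SD, cut at about 25% in these data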
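Assay system: Uncleavable procaspase-7 mutant enzyme / Input: 2 µM procaspase-7 mutant as dispensed / Dosing: single nominal 8.5 µM compound dose, 0.8% DMSO final / Timing: 1 h enzyme–compound preincubation and 2 h substrate reaction, both 25 °C / Detection: p-Nitroaniline absorbance at 405 nm, read at 0 and 120 min / Replication: singlicate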
PAFAH2 FP inh: PAFAH2 (human) inhibition | Q99487 | recombinant PAFAH2, FP-rhodamine activity probe, fluorescence polarization | inhibition, % at 3.39 µM | hit rate 0.99% among 340,000 | AID 492956;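 active means inhibition above the mean over all tested compounds plus 3 SD, cut at about 30% in these data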;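 further: inhibitors block probe labeling of enzyme so polarization drops; 0% = enzyme with DMSO and 100% = wells lacking PAFAH2 protein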
proCasp3 act: procaspase-3 (human) activation; P42574; hit rate 0.11% among 330,000; recombinant procaspase-3 D3A, Ac-DEVD-pNA absorbance 405 nm; activation, % at 8.5 µM;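 active means activation above the mean of all tested compounds plus 3 SD, cut at about 21% in these data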;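 further: 0% = DMSO alone and 100% = DMSO wells spiked with extra 5 µM PC-3 D3A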
Target sequence (P42574 whole entry D9A/D28A/D175A): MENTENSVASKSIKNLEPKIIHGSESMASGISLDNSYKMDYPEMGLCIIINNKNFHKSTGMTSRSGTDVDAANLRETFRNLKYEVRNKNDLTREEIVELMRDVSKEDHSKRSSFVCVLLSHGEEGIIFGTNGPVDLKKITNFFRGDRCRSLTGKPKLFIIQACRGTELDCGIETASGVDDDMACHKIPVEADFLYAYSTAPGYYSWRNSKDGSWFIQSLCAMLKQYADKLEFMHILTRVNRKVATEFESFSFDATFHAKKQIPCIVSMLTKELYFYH
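Assay system – Procaspase-3 D3A mutant · Benchmarks – DMSO low control, extra-enzyme high control · Technique – 405 nm absorbance of p-nitroaniline, reads at 0 and 120 min · Doses – 8.5 µM nominal · Measure – % activation between DMSO and enzyme-spiked controls · Also added – Ac-DEVD-pNA chromogenic peptide substrate · Schedule – 1 h compound preincubation, 2 h substrate hydrolysis at 25 °C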
PP5 primary: blocks human protein phosphatase 5 activity. P53041. purified PP5c, OMFP substrate fluorescence. inhibition, % at 6.7 µM. hit rate 0.18% among 320,000;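 active means inhibition above the campaign's mean inhibition across all tested compounds plus 3 SD, cut at about 9.5% in these data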;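 further: 0% = DMSO only and 100% = 100 µM cantharidin control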
TPT1 inh: inhibitors of Candida albicans tRNA 2'-phosphotransferase TPT1; AID 1962; inhibition, % at 5 µM; recombinant caTPT1, FP RNA substrate dephosphorylation; hit rate 0.81% among 300,000;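 active means inhibition above the mean of all tested compounds plus 3 SD, set per screening campaign, cut at about 24% in these data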;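 further: plate controls were DMSO alone for no effect and ferristatin control at 100 nM for full effect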
HCV core dimer: HCV core protein dimerization inhibition | AID 1899 | inhibition, % at 5 µM | hit rate 0.33% among 300,000 | TR-FRET GST/Flag-core106 dimerization, 1536-well;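 active means inhibition above the mean of all tested compounds plus 3 SD, set per screening campaign, cut at about 45% in these data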
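Material: GST/Flag-tagged HCV core106 proteins. Incubation: 4 h, 22.5 °C incubation. Read-out basis: inhibition (%) from 671 over 617 nm ratio. Measured by: TR-FRET, excitation 340 nm, emission 617 and 671 nm.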
AHR activator: human AHR activation; P35869; hit rate 2.5% among 320,000; AHR-responsive luciferase reporter cells, luminescence; activation, % at 5 µM; in the data active means activation above about 47%;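 further: 0% = vehicle wells and 100% = reference agonist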
Target sequence (P35869 whole entry, looked up): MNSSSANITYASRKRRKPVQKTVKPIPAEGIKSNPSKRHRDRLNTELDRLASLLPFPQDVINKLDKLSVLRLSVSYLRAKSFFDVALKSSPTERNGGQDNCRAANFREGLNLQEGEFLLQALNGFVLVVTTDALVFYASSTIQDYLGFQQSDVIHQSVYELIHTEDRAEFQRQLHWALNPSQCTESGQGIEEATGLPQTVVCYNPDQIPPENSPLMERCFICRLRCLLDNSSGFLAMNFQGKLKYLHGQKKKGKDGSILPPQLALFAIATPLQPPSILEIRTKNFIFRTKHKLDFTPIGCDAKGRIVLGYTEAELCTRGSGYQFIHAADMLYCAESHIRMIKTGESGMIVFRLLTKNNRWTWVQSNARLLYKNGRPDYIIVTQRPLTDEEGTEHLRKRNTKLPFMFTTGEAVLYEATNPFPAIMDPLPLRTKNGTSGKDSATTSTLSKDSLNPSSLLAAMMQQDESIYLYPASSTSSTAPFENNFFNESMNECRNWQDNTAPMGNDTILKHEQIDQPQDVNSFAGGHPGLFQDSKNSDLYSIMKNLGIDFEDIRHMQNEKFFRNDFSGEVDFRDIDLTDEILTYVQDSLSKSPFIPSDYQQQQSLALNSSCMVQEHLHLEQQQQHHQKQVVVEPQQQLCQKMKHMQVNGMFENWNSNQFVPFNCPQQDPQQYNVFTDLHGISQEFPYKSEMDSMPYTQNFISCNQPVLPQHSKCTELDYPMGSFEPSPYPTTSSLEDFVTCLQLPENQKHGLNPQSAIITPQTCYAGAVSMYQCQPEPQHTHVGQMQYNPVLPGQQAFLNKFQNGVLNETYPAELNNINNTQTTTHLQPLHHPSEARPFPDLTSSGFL
An asterisk follows results filed as active; · = not tested or not shown.

[1] C=CCC(NCc1ccco1)c1ccc(OC)c(OC)c1 (stereo unspecified)
[2] COc1ccc(C2CC(c3ccc(Br)cc3)=NN2C(=O)c2cccnc2)cc1 (stereo unspecified)
[3] COc1ccc(/C(N)=N/OC(=O)c2cccs2)cc1
[4] CN1CCN(/N=C/c2ccc(-c3ccccc3)cc2)CC1
[5] O=C(NC(Nc1ncccn1)C(=O)c1ccccc1)c1ccccc1 (stereo unspecified)
[6] C=C(C)CSc1nc2c(c(=O)[nH]c(=O)n2C)n1CCC(C)C
[7] O=C1CS/C(=N/N=C/c2c[nH]c3ccccc23)N1
[8] O=C(COC(=O)CNC(=O)c1ccco1)Nc1ccc(F)cc1
Assay by compound,1,2,3,4,5,6,7,8
PP1 counter,-1.4,2.9,-2.0,-2.2,2.4,5.7,-0.6,-4.5
CTSL1 counter,0.2,0.0,-4.8,-2.6,1.4,-1.4,7.5,-0.4
procasp7 counter,-0.4,7.2,-3.8,-0.6,2.2,-3.4,-3.8,4.6
PAFAH2 FP inh,-7.1,-11.0,-3.6,4.3,8.1,8.0,·,-2.5
proCasp3 act,0.1,-1.0,0.4,6.0,0.9,10.1,2.8,0.2
PP5 primary,-2.1,2.0,3.6,0.8,0.3,0.6,-1.9,-0.8
TPT1 inh,0.2,-5.2,-3.6,-5.5,2.3,0.5,-1.5,-2.9
HCV core dimer,-1.0,-6.6,-2.2,-6.2,-5.4,1.0,-10.2,-6.2
AHR activator,0.3,-2.7,24.3,-5.7,4.3,-0.5,77.5*,-1.2

By substructure, the entries above containing an aryl methoxy group.
[1] C=CCC(NCc1ccco1)c1ccc(OC)c(OC)c1 (stereo unspecified)
[2] COc1ccc(C2CC(c3ccc(Br)cc3)=NN2C(=O)c2cccnc2)cc1 (stereo unspecified)
[3] COc1ccc(/C(N)=N/OC(=O)c2cccs2)cc1
Assay by compound,1,2,3
PP1 counter,-1.4,2.9,-2.0
CTSL1 counter,0.2,0.0,-4.8
procasp7 counter,-0.4,7.2,-3.8
PAFAH2 FP inh,-7.1,-11.0,-3.6
proCasp3 act,0.1,-1.0,0.4
PP5 primary,-2.1,2.0,3.6
TPT1 inh,0.2,-5.2,-3.6
HCV core dimer,-1.0,-6.6,-2.2
AHR activator,0.3,-2.7,24.3

(further entries)
[9] COc1cccc(CN(C)C(=O)c2cc(-c3cccs3)nc3ccccc23)c1
[10] COC(=O)c1c(NC(=O)CSc2nnc(Cn3nnc4ccccc43)n2C)sc(C)c1C
[11] O=C(Cc1ccccc1)Nc1ccc2oc(-c3cccnc3)nc2c1
[12] Cc1ccc(C2c3c(oc4ccc(Cl)cc4c3=O)C(=O)N2CCCN2CCOCC2)o1 (stereo unspecified)
[13] Cn1c(N)c(C(=O)COC(=O)/C=C/c2ccc(Cl)cc2)c(=O)n(C)c1=O
[14] CC(=O)c1ccc(Nc2ccc([N+](=O)[O-])c3nonc23)cc1
[15] COc1ccc(CN2CCCC(C(=O)N3CCc4ccccc4C3)C2)cc1OC (stereo unspecified)
[16] COc1ccc(Nc2nc(C)cc(-c3cc(-c4ccccc4)on3)n2)cc1
Assay by compound,9,10,11,12,13,14,15,16
PP1 counter,0.5,-1.7,2.3,2.4,-1.3,-0.7,0.2,2.1
CTSL1 counter,2.5,2.5,-1.4,1.6,·,4.3,-5.9,2.3
procasp7 counter,-2.4,6.7,-5.4,-18.7,-3.3,-0.1,5.8,-0.4
PAFAH2 FP inh,-2.3,-6.5,3.0,·,0.7,6.2,-0.5,7.0
proCasp3 act,-2.8,-1.8,-11.1,-2.2,1.4,-4.0,1.5,-7.3
PP5 primary,2.8,-1.1,3.2,1.8,1.9,2.4,-0.3,3.0
TPT1 inh,-0.7,-3.4,2.3,-3.0,·,29.5*,2.4,-2.3
HCV core dimer,3.5,-2.2,-42.9,-1.5,·,11.4,-6.0,-6.9
AHR activator,17.0,2.0,20.6,8.4,-0.1,10.6,0.7,1.7

[17] COc1ccc(-n2c(C)nn(C)c2=O)c(OC)c1
[18] CCOc1ccc(S(=O)(=O)Nc2cccc(C(=O)NCCCN3CCOCC3)c2)cc1
[19] Cc1ccc(NC(=O)Nc2ccc3c(c2)OCO3)nc1
[20] COc1ccc(Oc2ccc(/C=C/C(=O)c3ccc(O)cc3)cc2[N+](=O)[O-])cc1
[21] Cc1cc(=O)[nH]c(SCC(=O)Nc2ccc(Br)cn2)n1
[22] COc1ccc([N+](=O)[O-])cc1NC(=O)C(C)Sc1ccccc1 (stereo unspecified)
[23] O=C(CSc1ccc(Cl)cc1)Nc1ncccn1
[24] CCOC(=O)c1cn(CC(=O)Nc2ccc(CC)cc2)nn1
Assay by compound,17,18,19,20,21,22,23,24
PP1 counter,0.1,-5.6,2.5,2.0,-2.3,-0.9,5.7,0.3
CTSL1 counter,2.2,·,-0.2,1.7,-4.0,0.6,-4.3,0.1
procasp7 counter,-4.8,3.9,-7.1,-7.5,-2.4,1.1,0.4,12.8
PAFAH2 FP inh,6.8,0.6,-6.3,-41.7,0.9,4.4,-4.1,-7.6
proCasp3 act,-2.5,11.8,-8.3,-0.6,2.8,3.5,10.1,5.3
PP5 primary,0.2,-0.5,0.1,1.6,4.5,2.4,4.0,-0.8
TPT1 inh,-3.7,·,-0.6,3.2,1.1,-0.3,-3.9,0.9
HCV core dimer,-12.8,·,-0.1,10.2,12.9,10.9,-9.5,0.7
AHR activator,0.1,0.2,12.0,-1.3,5.4,0.4,0.3,1.3

[25] COc1cccc(C(=O)NNC(=O)c2sccc2-n2cccc2)c1
[26] Cc1nnc(Nc2ccc(C(=O)N3CCOCC3)cc2)c2ccccc12
[27] CSc1ccc(S(=O)(=O)NC2CCCCCC2)cc1
[28] CC(=O)Nc1ccc([C@H]2[C@H](C)CC[C@H]3C(=O)N4[C@@H](CC[C@@H](C)[C@@H]4c4ccc(NC(C)=O)cc4)C(=O)N32)cc1
[29] Fc1ccc(F)c(CN2CCN(c3ncccn3)CC2)c1
[30] COc1ccc(S(=O)(=O)N2CCCC(C(=O)NCc3ccccc3)C2)cc1 (stereo unspecified)
[31] COc1ccc2c(=O)c(C(=O)O)c(-c3ccc4c(c3)OCO4)n(C)c2c1
[32] COc1ccc2[nH]c(=O)c(CN(C(=O)c3cccnc3)c3ccccc3OC)cc2c1
Assay by compound,25,26,27,28,29,30,31,32
PP1 counter,-4.2,-5.0,-1.7,-2.1,-2.5,3.9,1.2,0.1
CTSL1 counter,-10.6,-0.9,-7.8,-2.3,0.4,-5.9,-3.7,2.5
procasp7 counter,4.4,8.3,-2.3,-10.7,8.8,4.9,-4.9,-0.5
PAFAH2 FP inh,-1.7,-7.4,4.8,·,-4.5,6.1,2.7,0.4
proCasp3 act,3.3,0.5,-3.3,6.2,3.5,4.8,-2.1,0.4
PP5 primary,-2.2,-1.0,4.3,1.4,0.2,3.0,2.2,2.1
TPT1 inh,5.5,2.8,-1.3,-0.5,2.1,-3.7,1.0,2.3
HCV core dimer,14.4,1.0,2.0,-2.5,-2.8,-13.9,-5.5,2.8
AHR activator,69.0*,1.9,-1.8,3.4,0.6,1.3,-0.4,3.8

[33] Cc1ccc(N2C(=O)CC(Sc3nc(C)cc(C)n3)C2=O)cc1 (stereo unspecified)
[34] CC1CC(=O)Nc2ccccc2N1C(=O)COc1ccc2ccccc2c1 (stereo unspecified)
[35] CCOC(=O)C(Cc1ccc(NC(C)=O)cc1)N1C(=O)c2ccccc2C1=O (stereo unspecified)
[36] Cc1nc([N+](=O)[O-])c(N2CCN(C)CC2)n1Cc1ccccc1
[37] FC(F)(F)c1cc(CCN2C(=S)NC[C@@H]2CC2CCCCC2)cc(C(F)(F)F)c1
[38] NS(=O)(=O)c1ccc(CCNC(=O)CN2CCN(c3ccc(F)cc3)CC2)cc1
[39] Cc1ccc(NC(=O)CN2CCc3cc4c(cc3C2C)OCCCO4)cc1C (stereo unspecified)
[40] Cc1ccc(S(=O)(=O)N2CCN(CCO)CC2)cc1-c1nnc2c3ccccc3c(C)nn12
Assay by compound,33,34,35,36,37,38,39,40
PP1 counter,-1.9,·,-7.0,0.2,2.4,3.9,3.0,-2.5
CTSL1 counter,0.6,·,·,1.0,4.0,-0.3,-2.6,-0.3
procasp7 counter,-22.6,-3.4,-9.1,0.5,9.1,-4.8,0.8,-2.1
PAFAH2 FP inh,-3.7,2.8,-1.6,7.0,3.2,0.9,-2.1,8.6
proCasp3 act,-24.2,0.5,-0.5,6.8,-1.2,-4.0,2.5,6.8
PP5 primary,-0.6,·,2.5,1.8,0.7,2.8,2.7,-2.7
TPT1 inh,-0.5,·,·,-5.4,-0.2,0.0,-1.9,-14.5
HCV core dimer,8.7,·,·,-3.3,15.5,-5.5,2.5,-2.4
AHR activator,0.5,16.9,-1.5,-0.2,0.3,-1.5,-0.3,-1.4

[41] CCCCN1C(C(=O)Nc2ncccn2)=C(O)c2ccccc2S1(=O)=O
[42] O=C(Cc1ccccc1)NC(=S)Nc1cc(C(F)(F)F)ccc1Cl
[43] CC(C)(C)C1CCc2c(sc(NC(=O)c3cccs3)c2C(N)=O)C1 (stereo unspecified)
[44] O=C(c1cccc(NS(=O)(=O)c2ccc(F)cc2)c1)N1CCN(c2ccccc2)CC1
[45] CCCCNC(=O)CSc1nc2ccc(N3CCOCC3)cc2c(=O)n1CCc1ccccc1
[46] CCNc1nc(NCC)n2c(SCC(=O)c3ccccc3Cl)nnc2n1
[47] Cc1ccccc1NC(=O)c1ccc(F)c(S(=O)(=O)NCC2CCCO2)c1 (stereo unspecified)
[48] FC(F)(F)c1cccc(Sc2cc(C(F)(F)F)nc(-c3ccccn3)n2)c1
Assay by compound,41,42,43,44,45,46,47,48
PP1 counter,-2.5,4.2,2.2,-2.7,6.0,0.8,-1.1,-0.4
CTSL1 counter,-5.0,4.5,-1.4,3.7,6.5,1.3,2.6,4.8
procasp7 counter,3.6,5.6,-9.5,-1.4,-9.3,-7.8,6.0,2.4
PAFAH2 FP inh,8.5,6.7,-1.2,-1.1,6.6,2.0,2.2,-0.8
proCasp3 act,1.0,5.5,-3.4,-0.6,2.2,-7.3,15.6,3.9
PP5 primary,1.4,6.1,-0.1,0.1,3.1,0.2,-1.1,2.8
TPT1 inh,1.8,-5.5,5.8,-4.0,-0.8,-0.6,3.2,-0.9
HCV core dimer,9.1,1.0,16.5,2.1,-4.9,-1.9,-0.9,-2.0
AHR activator,-0.1,33.7,9.6,-1.2,58.3*,0.5,3.1,0.9

[49] O=C(Nc1ccon1)c1cc2ccccc2oc1=O
[50] O=C(CNc1cc(S(=O)(=O)N2CCOCC2)ccc1NCC1CCCO1)Nc1ccc(F)c(F)c1 (stereo unspecified)
[51] COc1ccc(C(=O)NCc2nnc(SCC(=O)N3CCOCC3)o2)cc1OC
[52] CC/C(=N\NC(=O)c1ccoc1C)c1ccc(C)o1
Assay by compound,49,50,51,52
PP1 counter,-5.3,-3.4,0.2,-4.0
CTSL1 counter,-2.8,5.2,4.0,4.2
procasp7 counter,-0.2,-0.6,8.2,-0.6
PAFAH2 FP inh,-4.8,-1.2,-1.2,3.1
proCasp3 act,4.1,6.1,4.2,1.7
PP5 primary,2.6,-1.7,0.8,-3.5
TPT1 inh,3.0,-3.0,-2.9,-0.2
HCV core dimer,1.0,-10.2,0.7,4.4
AHR activator,5.4,-6.0,-2.8,4.2
